Screens (PubChem)
NOD2 inhibition: NOD2 signaling inhibitors, cell-based, luminescence, uHTS, HEK293 (AID 1566) | HEK293 NOD2/NF-kB luciferase reporter, luminescence; higher % means a stronger effect | inhibition, % at 4 µM; hits with a dose series show EC50 in µM | actives 0.63% (n = 290,000); note: many of its hits are not listed in these tables
GPR55 beta-arrestin: GPR55 agonists via beta-arrestin recruitment, primary screen, imaging, U2OS cells, beta-arrestin-GFP redistribution (AID 1961); U2OS GPR55 beta-arrestin-GFP redistribution imaging; higher % means a stronger effect; activation, % at 10 µM; hits with a dose series show EC50 in µM; actives 0.048% (n = 290,000);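 active = activation above 40% with more than 50 cells counted in the well; inconclusive = wells holding fewer than 50 cells, flagged as toxic or sparse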;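 note: U2OS osteosarcoma cells stably expressing GPR55 and beta-arrestin-GFP; plate controls were DMSO negative control for no effect and LPI positive control for full effect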
KOR beta-arrestin-1: KOR antagonists, beta-arrestin recruitment, cell-based, luminescence, uHTS (AID 1778); actives 0.091% (n = 290,000); one-dose inhibition, % at 10 µM; IC50 in µM for titrated hits; Kappa-type opioid receptor (Homo sapiens); KOR beta-arrestin recruitment, luminescence, antagonist mode; higher % means a stronger effect; note: strong numbers were not always called active
P. falciparum M17LAP: P. falciparum M17LAP inhibitors, primary screen, biochemical, fluorogenic H-Leu-NHMec substrate, 1536-well (AID 1619); one-dose inhibition, % at 30 µM; IC50 in µM for titrated hits; actives 0.38% (n = 220,000); recombinant M17LAP, H-Leu-NHMec fluorogenic kinetic assay; higher % means a stronger effect;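 active = compound inhibiting the enzyme by more than half at any dose during confirmatory dose-response retesting; inconclusive = strong single-dose inhibitors picked by rank but not retested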;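 note: plate controls were full reaction with DMSO carrier for no effect and no enzyme background for full effect; strong numbers were not always called active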
KOR beta-arrestin-2: KOR agonists, beta-arrestin recruitment, primary screen, cell-based, luminescence, uHTS (AID 1777); KOR beta-arrestin recruitment, luminescence; higher % means a stronger effect; actives 0.02% (n = 280,000); one-dose activation, % at 10 µM; EC50 in µM for titrated hits; Kappa-type opioid receptor (Homo sapiens); in the data active = activation above about 50%, passing the limit was not always enough; note: a part of the inactive calls stands beside numbers as strong as those of hits
AID2073: inhibitors of Mint1-CaV2.2 protein interaction, biochemical, HTRF (AID 2073); HTRF protein-protein interaction, Mint1-CaV2.2; higher % means a stronger effect; Voltage-dependent N-type calcium channel subunit alpha-1B (Homo sapiens); actives 0.19% (n = 290,000); inhibition, % at 20 µM; hits with a dose series show IC50 in µM; in the data active = inhibition mostly above about 51%, no sharp cut-off; inconclusive = no clear call, values can overlap the other calls; inactive = mostly below about 53%; note: some results filed as inactive read as strong as hits
NOD1 inhibition: NOD1 signaling inhibitors, primary screen, cell-based, luminescence, uHTS (AID 1578); actives 1% (n = 290,000); inhibition, % at 4 µM, or EC50 in µM where a hit was titrated; NOD1-driven NF-kB luciferase reporter cells, luminescence; higher % means a stronger effect; in the data active = inhibition mostly above about 36%, no sharp cut-off; inactive = mostly below about 34%;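 note: HEK-293T reporter cells stimulated with the NOD1 agonist gamma-tri-DAP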
M1AAP inhibition: P. falciparum M1AAP inhibitors, biochemical, fluorogenic H-Leu-NHMec substrate, 1536-well (AID 1445); Aminopeptidase N (Plasmodium falciparum (isolate 3D7)); recombinant M1AAP, H-Leu-NHMec fluorogenic kinetic assay; higher % means a stronger effect; one-dose inhibition, % at 30 µM; IC50 in µM for titrated hits; actives 0.42% (n = 220,000);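 active = primary inhibition above the hit cutoff, then over 50% inhibition at one or more dose response concentrations, cut at about 23% in these data, passing the limit was not always enough; inconclusive = conflicting primary data, or primary hits not chosen for dose response; inactive = low primary inhibition, or under 50% at every dose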;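 note: plate controls were DMSO full reaction for no effect and no enzyme background for full effect; strong numbers were not always called active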
Dynein cargo inh: inhibitors of GR-EGFP nuclear translocation, primary screen, dynein cargo transport inhibitor project, imaging, high-content, 3617.4 mouse cells. test concentration mostly 20 µM; stimulated with dexamethasone, 1 µM; stronger effect = lower value. z-score, hits read low. actives 0.47% (n = 220,000). AID 1381, 2008;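 active = plate z-score of nuclear minus cytoplasmic receptor signal below a set negative limit, without overly bright fluorescence or cell loss, cut at about -3.5 in these data, passing the limit was not always enough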;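 note: z-score of nuclear minus cytoplasmic ring GR-EGFP intensity difference per well; some compounds called inactive have numbers as strong as hits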
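medium = tetracycline-free induction medium containing charcoal-stripped FBS | also added = 1.0 µM final dexamethasone stimulus | schedule = 48 h induction, 1 h compound, 30 min dex at 37 °C | technique = fixed, Hoechst-stained cells imaged at 10x for EGFP | measure = GR-EGFP nuclear translocation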
Dynein cargo inh cytoplasmic EGFP: further read-out of Dynein cargo inh, marked with its call; z-score; measured here: cytoplasmic GR-EGFP intensity; stronger effect = higher value
Dynein cargo inh nuclear GR-EGFP: second read-out of Dynein cargo inh, no call of its own (marks repeat the call); z-score; measured here: nuclear GR-EGFP intensity;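 lower value marks the stronger effect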
Dynein cargo inh cell count: further read-out of Dynein cargo inh, marked with its call; z-score; measured here: cell count per field
* = called active by the depositor; ? = inconclusive; / = no result given; [ ] = another dose, or the depositor's remark. Cut-off read from the data, not from the text of the source, unless noted: active = inhibition above about 50%; inactive = the rest. Not all compounds are listed (hit frequency here may not be typical).

SMILES	NOD2 inhibition	GPR55 beta-arrestin	KOR beta-arrestin-1	P. falciparum M17LAP	KOR beta-arrestin-2	AID2073	NOD1 inhibition	M1AAP inhibition	Dynein cargo inh	Dynein cargo inh cytoplasmic EGFP	Dynein cargo inh nuclear GR-EGFP	Dynein cargo inh cell count
COc1ccc(/C=N/NC(=O)c2ccc(NC(=O)c3ccccc3Br)cc2)cc1	-13%	-0.1%	-25%	-11%	-1.4%	-2%	52%	3%	-0.69	-0.21	0.31	0.38
C=CCNC(=O)NC(=O)Cn1c(=O)c2c(ncn2CC)n(Cc2ccccc2)c1=O	18%	-0.2%	6%	/	-2.1%	20%	7%	/	/	/	/	/
S=c1[nH]nc(Cc2c[nH]c3ccccc23)o1	5%	-0.3%	25%	3%	-4.4%	-2%	-15%	9%	0.26	-0.25	-0.01	-0.25
Cc1cccc(N(C(=O)c2snc(C(N)=O)c2N)C(C(=O)NCC2CCCO2)c2ccc3ncccc3c2)c1 (centres undefined)	-4%	0.2%	-48%	/	1.6%	1%	-12%	/	/	/	/	/
COC1(c2cc(-c3ccccc3)nc(N)n2)CCCCC1	-8%	-0.1%	6%	5%	4.5%	-3%	-16%	7%	0.23	-0.19	0.29	-0.28
O=C(COC(=O)c1ccc2c(c1)S(=O)(=O)c1ccccc1C2=O)NC1CC1	0%	-0.4%	-17%	-6%	-1.5%	-6%	-63%	13%	-0.57	-0.31	-0.27	0.9
Cn1cccc1C1(C(F)(F)F)NCCNC1=O (centres undefined)	-2%	-0.1%	-4%	-1%	2.0%	12%	-20%	4%	-0.78	-0.16	0.042	0.2
Cc1c(Cc2ccccc2)c(NCCCO)n2c(nc3ccccc32)c1C#N	24%	0.5%	19%	3%	-1.5%	17%	-1%	3%	-0.54	-0.25	0.31	0.47
Cc1cc(=O)oc(C)c1C(=O)Nc1ccccc1F	2%	0.0%	23%	-4%	1.1%	?	-6%	-2%	0.6	-0.26	-0.055	-0.43
COc1ccc(CCN2C(=O)CN(Cc3ccccc3)CC2=O)cc1OC	13%	0.1%	13%	-10%	-1.2%	-2%	-17%	15%	1.1	0.037	1.8	-1.1
O=C(CCC(=O)OCC(=O)c1ccc(Cl)cc1)NC1CCCCC1	14%	-0.1%	8%	3%	1.5%	0%	12%	4%	-0.44	-0.2	-0.93	0.27
COc1cccc(NC(=O)c2ccc(Cn3cc([N+](=O)[O-])cn3)o2)c1	4%	-0.4%	/	15%	-4.6%	-2%	-22%	0%	1.9	-0.17	1.7	-2.2
O=C(C1CCN(S(=O)(=O)c2cccc3cccnc23)CC1)N1CCCC1	17%	-0.2%	-5%	0%	-4.2%	-2%	-19%	-7%	-0.22	-0.16	-0.043	-0.3
CCOC(=O)N1CCN(S(=O)(=O)N2CCCC(C(=O)NC(C)c3ccccc3)C2)CC1 (centres undefined)	-2%	-0.2%	-15%	/	2.3%	3%	1%	/	/	/	/	/
COC(=O)C1(C)NC(c2ccccc2OC)C2C(=O)N(c3ccccc3)C(=O)C21 (centres undefined)	8%	-0.1%	6%	/	-2.3%	9%	-10%	/	/	/	/	/
C#CCO[C@@H]1C[C@H](n2cnc3c(=O)[nH]c(NC(=O)C(C)C)nc32)O[C@@H]1CO	-10%	0.8%	-14%	-5%	2.8%	9%	-6%	6%	1.5	-0.75	0.92	-0.72
COc1ccccc1NC1=C(Cl)C(=O)N(C2CCCCC2)C1=O	-12%	0.0%	-8%	10%	3.8%	-12%	-41%	2%	-1.2	-0.21	-0.59	0.93
Cc1ccc(Sc2c(C)nn(C(=O)CNS(=O)(=O)c3ccc(F)cc3)c2C)cc1	12%	-0.2%	-45%	14%	1.2%	4%	6%	1%	-0.67	-0.28	-0.71	0.73
CCNc1ccc2noc3c2c1C(=O)c1ccccc1-3	-17%	0.8%	5%	4%	-4.6%	25%	-34%	8%	-0.085	-0.19	0.074	-0.58
Cc1ccc(C(OCC(C)(C)C[N+](C)(C)C)c2ccccc2)cc1 (centres undefined)	-6%	0.5%	-11%	0%	2.0%	-22%	-7%	7%	1.6	-0.29	1	-0.81
O=S(=O)(c1ccc(Cl)s1)N1CCC2(CC1)OCCO2	-10%	-0.1%	17%	/	1.1%	6%	-22%	/	/	/	/	/
CC(C)(C)c1cc(C(=O)N/N=C/c2ccc([N+](=O)[O-])s2)n[nH]1	9%	-0.2%	12%	-2%	-0.6%	16%	32%	6%	-1.2	1.7	-0.24	0.72
COCc1cc(/C=N\NC(=O)c2ccc(Cl)cc2)ccc1OC	12%	0.0%	/	13%	1.0%	-8%	-31%	1%	-0.06	-0.12	0.36	0.44
CC(=O)c1cccc(NC(=S)NCc2ccco2)c1	8%	-0.1%	-33%[20 µM]	4%	/	13%	-24%	10%	-0.24	-0.2	-0.27	0.58
COc1ccc(OCCSc2nc(N)cc(=O)[nH]2)cc1	-2%	-0.1%	-2%[20 µM]	/	2.6%	6%	-44%	/	-0.85	-0.28	-0.009	0.87
CCOC(=O)N(C)OC(=O)Nc1ccc(Cl)c(Cl)c1	-1%	-0.2%	25%	0%	-3.5%	3%	-5%	24%*	-0.36	-0.29	-0.41	0.38
C#Cc1ccc([C@@H]2C=C(C(=O)OCC=C)O[C@H](OCC)[C@H]2CCCO)cc1	16%	0.2%	-21%	2%	1.8%	13%	-25%	8%	-0.089	-0.16	0.24	-0.22
Cc1ccsc1CNC12CC3CC(CC(C3)C1)C2	-8%	-0.1%	-20%[20 µM]	2%	/	16%	-33%	2%	-0.96	-0.3	-0.54	1.1
O=C(NCCCn1ccnc1)c1noc2c1CCc1ccccc1-2	2%	0.3%	-16%	-3%	1.2%	10%	0%	8%	0.53	-0.47	0.44	-0.8
NC(=S)N/N=C1\CC(n2nnnc2-c2ccccc2)C2COC1O2 (centres undefined)	8%	0.0%	4%	-10%	0.1%	3%	1%	3%	-0.16	-0.24	0.79	-0.64
Cc1ccc(/C=N/n2c(C3CCCCC3)n[nH]c2=S)o1	-8%	0.6%	/	6%	0.3%	-4%	-42%	7%	0.37	-0.19	0.33	-1.3
CC(=O)Nc1ccc(/C(C)=N/NC(=O)CN(c2ccccc2Br)S(C)(=O)=O)cc1	4%	0.2%	/	-4%	1.3%	-4%	-22%	7%	0.23	-0.23	0.19	-0.75
CSC(=CC(=O)c1ccccc1)SC	-8%	0.0%	6%	13%	0.8%	-4%	-17%	9%	3.2	-0.16	0.87	-1.9
COc1cccc(OCC(O)CN2CCN(CCN3C(=O)c4cccc5cccc(c45)C3=O)CC2)c1 (centres undefined)	-4%	0.9%	6%	22%	-1.9%	14%	-22%	2%	1.1	-0.11	0.42	-0.69
CCOc1ccccc1OCCOCCOc1c(Cl)cccc1Cl	13%	-0.3%	-12%	7%	1.5%	6%	-3%	8%	0.3	-0.096	0.32	-0.64
CN1/C(=C\C(=O)COC(=O)c2ccc([N+](=O)[O-])o2)C(C)(C)c2ccccc21	5%	0.1%	-18%	-3%	-4.3%	-15%	-27%	9%	-0.58	-0.23	-0.15	0.29
Cc1ccc(NC(=O)c2nc(S(=O)(=O)Cc3ccccc3)ncc2Cl)cc1	21%	0.2%	14%	/	-1.8%	-4%	34%	/	/	/	/	/
O=C(/C=C/c1cccc([N+](=O)[O-])c1)N(c1ccccn1)c1ccccn1	10%	-0.1%	-14%	-327%	-0.8%	4%	-5%	2%	0.65	-0.58	0.58	-1.5
CC1(C)C(=O)OC(c2ccco2)C(C)(C)C1=O (centres undefined)	-15%	-0.1%	14%	3%	-4.8%	5%	-11%	-2%	-0.086	-0.22	-0.061	0.89
CCC(CC)C(=O)Nc1c2c(nn1-c1ccc(C)cc1)CS(=O)(=O)C2	0%	-0.3%	-8%	/	-0.4%	6%	-16%	/	/	/	/	/
Cc1ccc(CN2CC34C=CC(O3)C(C(=O)NCc3ccc5c(c3)OCO5)C4C2=O)cc1 (centres undefined)	2%	0.2%	18%	16%	-1.0%	1%	7%	2%	0.78	-0.29	0.44	-0.14
O=C(CNC(=O)Cn1ccc2ccccc2c1=O)NCCCN1CCCCCC1	-14%	-0.1%	10%	8%	1.8%	-7%	-24%	7%	-0.63	-0.23	0.097	0.57
CCN(CC)S(=O)(=O)c1cccc(NC(=O)COC(=O)c2cc(=O)c3ccccc3o2)c1	3%	-0.6%	-12%	0%	-4.3%	11%	-24%	6%	3.2	-0.099	1.6	-1.8
COc1cc(OC)cc(C(=O)NCC(=O)OC2CCOC2=O)c1 (centres undefined)	19%	-0.1%	7%	-2%	1.2%	-6%	-40%	-2%	-0.81	-0.074	-0.32	1.1
CC(CN1CCOCC1)OC(=O)C(C)(c1ccccc1)c1ccccc1 (centres undefined)	1%	-0.4%	-32%	11%	-3.7%	6%	-10%	6%	-1.3	0.82	-0.36	0.092
COCCCNC(=S)NNC(=O)C1CC1c1ccc(C(C)(C)C)cc1 (centres undefined)	3%	-0.2%	18%	1%	-1.1%	-26%	-21%	-14%	1.1	-0.36	0.34	-0.91
CCOC(=O)c1c(CN2CCN(C)CC2)n(C)c2cc(Br)c(OC)cc12	-17%	-0.2%	-32%	-1%	12%	4%	-32%	1%	1.2	-0.13	0.9	-0.13
O=C(NCc1ccc(F)cc1)C(c1ccccc1)N(C(=O)c1csnn1)C1CCCC1 (centres undefined)	-9%	0.0%	-34%	/	1.3%	-9%	-21%	/	/	/	/	/
O=C(/C=N/O)NCCCN1CCCCCC1	4%	-0.2%	-71%	-2%	0.3%	-4%	-19%	-3%	-0.13	-0.28	-0.065	0.65
